PfHsp40 yeast = restores yeast growth despite PfHsp40 toxicity. S. cerevisiae expressing PfHsp40, growth rescue, ATP luminescence. growth rescue, % at 12.5 µM. 0.68% of 340,000 active. AID 504582; in the data active = growth rescue above about 28%, passing the limit was not always enough; inconclusive = no clear call, values can overlap the other calls;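 also: yeast W303a lacking pdr1 and pdr3 grown in galactose medium; growth measured after three days at 30 °C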
Y pestis TopoI = Y. pestis Topo-I inhibition via cleavage products; activity, % at 10 µM; Y. pestis Topo-I cleavage product accumulation, plate reader; 0.064% of 360,000 active; AID 504884; in the data active = activity above about 50%, passing the limit was not always enough; inconclusive = no clear call, values can overlap the other calls; also: inactives centre near 2
VHR inh abs = inhibitors of human VHR1 phosphatase (DUSP3) | P51452 | recombinant VHR phosphatase, pNPP absorbance | inhibition, % at 13.3 µM | 0.52% of 290,000 active | AID 1654; in the data active = inhibition above about 50%; also: some compounds called inactive have numbers as strong as hits
Target sequence (P51452 whole entry, looked up): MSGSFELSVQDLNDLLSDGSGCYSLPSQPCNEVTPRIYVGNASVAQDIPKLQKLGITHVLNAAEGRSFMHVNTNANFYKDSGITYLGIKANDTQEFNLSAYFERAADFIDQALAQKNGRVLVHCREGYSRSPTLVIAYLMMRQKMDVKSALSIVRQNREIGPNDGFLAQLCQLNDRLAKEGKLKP
TcdB GH inh = TcdB glycohydrolase inhibition; P18177; TcdB glycohydrolase enzymatic assay, plate reader; 0.24% of 350,000 active; inhibition, % at 9.99 µM; in the data active = inhibition above about 10%
CCHF vOTU inh = CCHFV vOTU protease inhibition; Pep-AMC fluorescence; inhibition, % at 11.5 µM; 0.55% of 370,000 active; AID 651958; in the data active = inhibition above about 30%; also: 0% = vehicle wells with enzyme and 100% = no enzyme wells
3CLpro inhibitor = SARS-CoV 3CLpro protease inhibition. inhibition, % at 6 µM. 0.14% of 290,000 active. AID 1706. recombinant SARS-CoV 3CLpro, quenched FRET peptide cleavage; in the data active = inhibition above about 12%
PriA SSB inh = K. pneumoniae PriA-SSBct interaction inhibition; inhibition, % at 33 µM; AID 1272365; AlphaScreen SSBct-PriA binding, biotinylated peptide; 0.6% of 430,000 active; in the data active = inhibition mostly above about 37%, no sharp cut-off; inactive = mostly below about 20%;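 also: plate controls were negative control peptide for no effect and reference peptide for full effect; strong numbers were not always called active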
BH1578 lux ind = quorum light induction in luxS cqsA deficient V. cholerae. activation, % at 18.7 µM. AID 588436. V. cholerae BH1578 lux reporter, luminescence, 6 h. 0.16% of 350,000 active; in the data active = activation mostly above about 9.7%, no sharp cut-off; inconclusive = no clear call, values can overlap the other calls; inactive = mostly below about 3.7%; also: not every result past the cut was called active; inactives centre near 0; reference of the scale not given here
Anthrax LF prot = anthrax lethal factor protease inhibition; multiplex microsphere protease cleavage assay, LF; P15917; inhibition, % at 10 µM; 0.12% of 360,000 active; AID 588501; also: plate controls were buffer without enzyme for full effect and enzyme alone for no effect
Target sequence (P15917 whole entry, looked up): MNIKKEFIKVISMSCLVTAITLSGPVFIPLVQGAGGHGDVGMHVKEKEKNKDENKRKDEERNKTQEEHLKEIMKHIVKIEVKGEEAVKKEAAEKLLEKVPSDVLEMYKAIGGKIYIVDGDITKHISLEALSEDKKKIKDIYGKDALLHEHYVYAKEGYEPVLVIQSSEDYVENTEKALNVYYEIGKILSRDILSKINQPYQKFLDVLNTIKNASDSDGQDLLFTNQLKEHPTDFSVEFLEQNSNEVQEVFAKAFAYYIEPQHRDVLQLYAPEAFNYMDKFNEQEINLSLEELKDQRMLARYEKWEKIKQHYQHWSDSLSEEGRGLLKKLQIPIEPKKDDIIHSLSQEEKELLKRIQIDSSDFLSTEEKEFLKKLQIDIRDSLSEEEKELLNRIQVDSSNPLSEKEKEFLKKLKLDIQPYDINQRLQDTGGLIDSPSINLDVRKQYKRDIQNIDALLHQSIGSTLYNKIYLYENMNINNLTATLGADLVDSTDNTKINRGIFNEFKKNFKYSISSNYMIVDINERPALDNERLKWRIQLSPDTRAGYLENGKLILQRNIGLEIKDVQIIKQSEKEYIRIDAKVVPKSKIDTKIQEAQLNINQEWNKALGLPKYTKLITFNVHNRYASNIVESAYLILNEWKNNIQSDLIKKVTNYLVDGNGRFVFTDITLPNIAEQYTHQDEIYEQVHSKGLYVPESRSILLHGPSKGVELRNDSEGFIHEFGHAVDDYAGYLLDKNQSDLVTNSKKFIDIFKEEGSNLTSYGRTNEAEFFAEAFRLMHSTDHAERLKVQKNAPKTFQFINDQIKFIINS
BoNT A protease = inhibitors of Botulinum neurotoxin A light chain protease | multiplex microsphere protease substrate cleavage, flow cytometry | inhibition, % at 10 µM | 0.17% of 360,000 active; also: plate controls were buffer without enzyme for full effect and enzyme alone for no effect
* hit, by the source's call; i = inactive; ? = inconclusive; / = no result given; & = joins results of further samples. Rule as the data show it, unless noted: active = inhibition above about 30%; inconclusive = no clear call, values can overlap the other calls; inactive = below that. An excerpt; the hit share may differ from the screen's.

SMILES	PfHsp40 yeast	Y pestis TopoI	VHR inh abs	TcdB GH inh	CCHF vOTU inh	3CLpro inhibitor	PriA SSB inh	BH1578 lux ind	Anthrax LF prot	BoNT A protease
COCCN(C(=O)COC(=O)CCc1ccccc1)c1c(N)n(Cc2ccccc2)c(=O)[nH]c1=O	0.7	6.1	/	2.7	-0.2	/	-10.4	i	-0.3	3.1
O=C1CC(c2ccc(F)cc2)CC2=C1C=Nc1ccccc1N2 (stereo not drawn)	2.4	5.0	4.3	0.5	-4.1	5.6	-1.5	i	-4.1	0.2
COc1ccc(C2C(C#N)=C(N)Oc3c2oc(CO)cc3=O)cc1 (stereo not drawn)	-0.4	-8.7	1.7	-0.5	-6.1	1.1	-7.3	i	2.6	-0.2
Cc1ccc(NC(=O)COC(=O)c2nn(C)c(=O)c3ccccc23)cc1F	0.9	1.0	/	-1.6	7.4	/	-12.4	i	-6.7	-0.7
O=C(NCCO)c1cccc2c1-c1ccccc1C2=O	-3.0	3.6	39.0	-4.2	-6.7	1.2	-9.8	-0.1	2.0	-0.1
COc1ccc(NCc2nnc(SCC(=O)Nc3ccc(OC)cc3OC)o2)cc1	-1.1	6.0	2.0	0.3	-4.9	1.4	13.9	-0.5	-8.6	-2.3
O=C1C=C(c2ccc3[nH]ccc3c2)CCC1	-0.4	3.8	/	2.2	11.8	/	-2.8	-0.9	-6.4	0.3
O=C(Nc1ccccc1C(=O)NC(Cc1ccc(O)cc1)C(=O)O)c1ccccc1 (stereo not drawn)	-0.2	17.4	3.0	1.3	2.7	-1.1	-10.0	-0.3	0.9	-1.1
CCCOc1ccc(N2C(=O)CC(N3CCCC(C(=O)N4CCCC4)C3)C2=O)cc1 (stereo not drawn)	1.2	0.6	17.0	/	-5.2	-0.4	-36.5	5.6	-1.0	-0.3
COc1ccc(-c2nc3ccccc3c(C(=O)Nc3ccc(S(=O)(=O)Nc4cc(C)on4)cc3)c2C)cc1	2.5	4.8	31.9	/	/	3.1	0.6	-3.0	-0.1	-0.5
CN(c1ccccc1)c1nc(N)c([N+](=O)[O-])c(Nc2ccc(F)cc2)n1	0.7	2.7	23.6	0.9	-8.0	2.8	3.8	i	-10.0	-0.1
COc1ccc(Br)cc1C1Nc2ccccc2C(=O)N1NC(=O)c1ccncc1 (stereo not drawn)	1.0	-9.8	-8.2	/	15.1	-2.8	5.5	-3.0	-0.9	-0.4
O=C(Nc1cccc([N+](=O)[O-])c1)NN1CCCCCC1	-0.7	-8.5	/	-0.3	4.6	/	-10.1	0.8	2.0	-0.3
Cc1n(-c2ccccc2)c2ccc(Cl)cc2[n+]1CCO	-2.0	7.0	31.2	-0.1	-17.7	0.3	-11.8	-0.4	0.8	-1.7
O=C1CCCc2ccccc2N1Cc1cccc(F)c1	0.4	2.9	-7.7	1.6	10.2	-2.2	-19.1	/	-3.1	1.2
O=[N+]([O-])c1ccc(C=NN2CCCCCC2)cc1	3.5	9.8	/	2.6	14.1	/	10.2	i	-12.9	-0.8
C[C@H](CO)N1C[C@H](C)[C@@H](CN(C)C(=O)Nc2ccccc2)Oc2ccc(NC(=O)Nc3ccc(C(F)(F)F)cc3)cc2C1=O	-0.5	23.8	/	1.2&1.4	5.4	/	-2.5	-0.3	-0.7	-0.1
CCO[C@@H]1OC(C(=O)N2CCN(Cc3ccc4c(c3)OCO4)CC2)=C[C@H](c2cn(C(C)=O)c3ccccc23)[C@H]1CCCO	4.0	22.4	12.0	1.6&0.5	-2.9	-5.2	-2.6	i	-13.7	-0.1
c1ccc2c(NCC3CCCO3)nc(-c3ccncc3)nc2c1 (stereo not drawn)	0.9	7.1	31.6	/	-1.9	-3.9	-14.8	-2.0	-2.8	1.6
Cc1noc(C)c1CSc1nc2ccccc2nc1NS(=O)(=O)c1ccc(Cl)cc1	-0.6	12.4	1.5	/	/	8.9	-5.7	0.3	0.4	-2.0
NC(=O)N1CCCC1C(=O)Nc1ccc(Cl)c(Cl)c1 (stereo not drawn)	-0.2	-5.0	31.0	/	1.6	-2.8	1.1	i	-1.8	0.6
CCOC(=O)c1c(-c2ccc(-c3ccccc3)cc2)csc1NC(=O)c1cccc(N2C(=O)CCC2=O)c1	0.3	-8.4	1.1	/	9.2	0.2	-3.6	i	1.6	-0.9
CCN(CC(=O)NCc1cccs1)C(=O)c1ccc(-c2ccc(F)cc2)o1	1.2	6.3	/	0.7	-10.6	/	2.4	-0.6	2.1	-0.1
OCCN(Cc1ccccc1)c1ncnc2sccc12	0.8	9.8	51.1*	0.7	6.0	-4.0	-8.2	-0.9	-4.0	2.4
CCSc1nnc(NC(=O)C(C(F)(F)F)C(F)(F)F)s1	0.4	-3.8	6.0	/	10.4	1.1	-2.4	-5.3	-1.4	-0.9

Next results:
SMILES	PfHsp40 yeast	Y pestis TopoI	VHR inh abs	TcdB GH inh	CCHF vOTU inh	3CLpro inhibitor	PriA SSB inh	BH1578 lux ind	Anthrax LF prot	BoNT A protease
Cc1ccc(-n2nc(C)c3c(C)c(CCC(=O)NCC4CCCO4)c(=O)n(C)c32)cc1 (stereo not drawn)	5.0	27.3	2.3	0.4	20.0	6.8	-5.2	i	-4.2	-0.6
Cc1cccc(NC(=O)CSc2nc3ccccc3o2)c1	0.1	5.9	2.9	/	-1.1	-6.9	-20.5	-2.1	-3.7	0.0
Cc1ccc(NC(=O)c2ccco2)c(NC(=O)c2ccccc2)c1	-0.7	-9.5	18.1	0.4	-0.7	0.7	4.0	i	3.1	-2.7
CC(=O)OC1N=C(c2ccccc2)c2cc(Br)ccc2NC1=O (stereo not drawn)	-0.7	1.3	8.2	/	-17.8	4.2	-9.4	3.8	-2.1	1.9
CCN1C(=O)c2ccccc2S(=O)(=O)c2ccc(C(=O)NCC(OC)OC)cc21	-1.6	-1.8	30.8	1.8	-3.8	-4.3	4.9	-5.6	12.9	2.0
COc1ccc(OCC(O)CN2CCc3ccccc3C2)cc1 (stereo not drawn)	0.7	-2.3	-3.0	-0.4	-1.5	-1.0	-13.6	-0.2	-4.0	-0.2
Nc1n[nH]c(N)c1N=Nc1ccccc1	-0.4	3.7	14.7	0.4	18.2	5.5	8.9	0.7	-4.2	-0.5
COc1ccccc1NC(=O)c1cc(Sc2nncn2C)nc2ccccc12	0.7	3.9	-8.3	/	-4.6	8.6	-13.6	-0.8	-4.9	0.4
O=C(CSc1nnc(-c2ccccc2O)o1)N1CCc2ccccc2C1	-0.6	19.3	35.8	/	11.0	-0.9	-15.4	i	1.1	?
CCOc1ccccc1N=Nc1c(C)[nH]n(C(N)=S)c1=O	0.5	-8.3	17.0	0.5	11.7	3.8	2.7	-0.8	-0.6	2.6
Cc1[nH]c2ccccc2c1C(=O)C(=O)NCC1CCCO1 (stereo not drawn)	-0.7	3.5	22.5	0.2	7.6	-0.1	-1.0&-9.1	i	0.5	0.9
O=C(CCc1ccccc1)N=C1SC2CS(=O)(=O)CC2N1c1ccccc1 (stereo not drawn)	1.2	4.2	-25.2	0.8	3.4	1.1	-12.8	i	/	/
CCOC(=O)c1ccc(-c2ccc(/C=N/NC(=O)Cc3nnc(N)s3)o2)cc1	-0.9	-1.7	20.6	1.3	-18.1	2.4	i	-0.3	-4.2	0.5
COc1ccc(-c2cc(C(=O)N3CCCCC3)c3ccccc3n2)cc1OC	-1.6	17.1	-2.1	1.2	6.3	2.8	-7.1	-0.4	1.5	-2.4
CCCCCCCCOc1ccc(C2CC(=O)NC2=O)cc1 (stereo not drawn)	65.6*	33.6	4.1	2.5	8.8	0.2	-12.3	-0.3	8.9	-8.0
Cc1nn(Cc2ccccc2)c(C)c1C(=O)OCC(=O)NC1CCS(=O)(=O)C1 (stereo not drawn)	-0.6	1.2	-1.2	/	-5.2	-1.2	1.5	-0.2	-1.2	0.2
Cc1cc(C(=O)OCC(=O)NCc2ccco2)c(C)n1-c1ccc(F)cc1	23.4	1.5	-5.4	/	-8.6	3.6	1.2	/	-1.9	0.1
COc1ccc(NC(=O)Nc2ccc3c(c2)CCC3)cc1	-1.4	-5.7	11.2	3.9	1.0	-4.1	-3.0	-0.1	-3.2	1.2
COc1cc(C2=NOC(C(=O)NC3CCCCC3)C2)cc(OC)c1OC (stereo not drawn)	0.4	-8.9	3.2	/	-0.8	-5.3	-6.1	i	-2.6	-0.4
CCCCn1c(N)c(N(CC)C(=O)CSCC(=O)Nc2ccc(OC)cc2)c(=O)[nH]c1=O	-1.0	-1.6	/	1.7	2.5	/	0.7	i	0.6	-22.9
CCN1CC(CN(C)Cc2cn(-c3cccc(C)c3)nc2-c2cccc(F)c2)CC1=O (stereo not drawn)	0.2	22.8	0.4	0.8	18.1	1.2	5.8	-0.4	2.2	-0.2
COCCC(=O)Nc1ccc2c(c1)CN(C(=O)CCSC)CC2	0.4	0.0	17.4	-1.7	6.2	-4.3	-7.0	-0.2	1.1	0.2
CN(CC(=O)Nc1ccc(F)cc1)C(=O)c1ccc(OCc2cn3ccccc3n2)cc1	0.3	12.9	/	1.8	9.8	/	0.2	i	2.9	-0.3
Cc1ccc(-c2nnn(CC(=O)N3c4ccccc4CCc4ccccc43)n2)cc1	0.0	-6.9	8.8	1.0	5.3	1.8	1.3	i	-7.4	0.9
Cc1ccc(S(=O)(=O)N2CCC(=O)N([C@H](COCc3ccc(Cl)cc3Cl)Cc3ccccc3)CC2)cc1	/	/	/	0.6	2.5	/	/	/	-9.3	-0.9

Another view of some results above.
Structure,PfHsp40 yeast,Y pestis TopoI,VHR inh abs,TcdB GH inh,CCHF vOTU inh,3CLpro inhibitor,PriA SSB inh,BH1578 lux ind,Anthrax LF prot,BoNT A protease
CCCCCCCCOc1ccc(C2CC(=O)NC2=O)cc1 (stereo not drawn),65.6*,33.6,4.1,2.5,8.8,0.2,-12.3,-0.3,8.9,-8.0
Cc1nn(Cc2ccccc2)c(C)c1C(=O)OCC(=O)NC1CCS(=O)(=O)C1 (stereo not drawn),-0.6,1.2,-1.2,/,-5.2,-1.2,1.5,-0.2,-1.2,0.2
Cc1cc(C(=O)OCC(=O)NCc2ccco2)c(C)n1-c1ccc(F)cc1,23.4,1.5,-5.4,/,-8.6,3.6,1.2,/,-1.9,0.1
COc1ccc(NC(=O)Nc2ccc3c(c2)CCC3)cc1,-1.4,-5.7,11.2,3.9,1.0,-4.1,-3.0,-0.1,-3.2,1.2

Later entries:
SMILES	PfHsp40 yeast	Y pestis TopoI	VHR inh abs	TcdB GH inh	CCHF vOTU inh	3CLpro inhibitor	PriA SSB inh	BH1578 lux ind	Anthrax LF prot	BoNT A protease
CCOC(=O)C1C(=O)C=C(Nc2ccccc2F)CC1c1ccccc1 (stereo not drawn)	0.0	6.9	-8.8	0.1	-8.9	10.5	2.4	-0.2	-2.4	-0.1
CCC(=C(c1ccc(O)cc1)c1ccc(OCCN(C)C)cc1)c1ccccc1	/	1.3	/	1.1	0.6	/	/	-0.6	-4.6	-0.4
Cc1cccc(-n2c(C)cc(/C=N/NC(=O)c3ccc(CN4CCOCC4)cc3)c2C)c1	-0.7	1.8	2.6	-1.8	/	-0.1	/	1.2	-3.2	-1.2
Cc1ccc(NC(=O)C2CCCN(S(=O)(=O)c3c(C)noc3C)C2)c(Br)c1 (stereo not drawn)	-0.1	-0.6	-15.7	2.9	-2.2	7.8	2.6	-3.4	-3.0	-1.3
CCN(C(=O)COC(=O)CNC(=O)c1ccc(F)cc1)C1CCS(=O)(=O)C1 (stereo not drawn)	-1.3	-15.0	2.2	0.4	2.4	0.6	-3.2	-0.3	-1.6	-1.0
COc1cccc(CN2CCNC(=O)C2CC(=O)NCCn2ccc3ccccc32)c1OC (stereo not drawn)	-1.6	-1.8	-7.9	-0.4	4.7	4.8	9.2	-0.1	1.5	2.7
Cc1cccc(C)c1OCc1nc2ccccc2c(=O)n1/N=C/c1c[nH]c2ccccc12	1.1	-2.5	13.6	1.2	0.5	6.5	/	-0.2	-0.4	0.1

Screening data from PubChem.
